PolyA inhibitor – polyadenylation inhibitors in yeast reporter cells, primary screen, luminescence, S. cerevisiae; S. cerevisiae SKY197-pL101 polyadenylation reporter, beta-gal luminescence; efflux-impaired pdr1/pdr3 knockout yeast; score 100 = 6 SD above DMSO; calls only at 12 µM; 300,000 compounds, 0.02% hits;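 active = lowest replicate activity score at least 50, where 100 means six control SD above control mean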;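 also: yeast exposed to compound for 9 h at 30 °C; higher score means more reporter readthrough which indicates perturbed polyadenylation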
HSP90 refold inh – HSP90 inhibitors, primary screen, cell lysate, luminescence; Rabbit reticulocyte lysate, luciferase refolding luminescence, 3 h; inhibition, % at 5.6 µM; 290,000 compounds, 0.91% hits;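 active = inhibition above the screen-wide mean plus 3 SD, computed separately per campaign, cut at about 16% in these data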;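 also: 0% = DMSO wells and 100% = 60 µM geldanamycin wells; inhibitors lower the luminescence because luciferase stays unfolded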
AI-2 QS modul – Vibrio harveyi AI-2 quorum sensing modulators, primary screen, JMH597 strain, luminescence/OD600 ratio. Vibrio harveyi JMH597 AI-2 luminescence/OD600 ratio, 9 h; hits give low values; strain lacks LuxN and CqsS sensors; 0 = neutral-control median. activity change, % at 7.5 µM. 300,000 compounds, 0.4% hits; in the data active = activity change below about -75%, passing the limit was not always enough;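 also: luminescence divided by OD600 gain over 9 h not by final OD600 alone; inactives centre near 13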
GSK3beta inhib – human GSK3beta kinase inhibitors, primary screen, biochemical, cell-free homogeneous, HTS | GST-GSK3beta kinase, ADP-Glo luminescence, 60 min; hits give low values | activity score (negative = inhibition), % at 10 µM | 300,000 compounds, 0.038% hits | AID 2097, 2009;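 active = more than half of replicate wells score below -50%, meaning over 50% inhibition versus plate controls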;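 also: 0% = median DMSO wells and -100% = median GW8510 positive control wells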
Target sequence (P49841 whole entry, looked up): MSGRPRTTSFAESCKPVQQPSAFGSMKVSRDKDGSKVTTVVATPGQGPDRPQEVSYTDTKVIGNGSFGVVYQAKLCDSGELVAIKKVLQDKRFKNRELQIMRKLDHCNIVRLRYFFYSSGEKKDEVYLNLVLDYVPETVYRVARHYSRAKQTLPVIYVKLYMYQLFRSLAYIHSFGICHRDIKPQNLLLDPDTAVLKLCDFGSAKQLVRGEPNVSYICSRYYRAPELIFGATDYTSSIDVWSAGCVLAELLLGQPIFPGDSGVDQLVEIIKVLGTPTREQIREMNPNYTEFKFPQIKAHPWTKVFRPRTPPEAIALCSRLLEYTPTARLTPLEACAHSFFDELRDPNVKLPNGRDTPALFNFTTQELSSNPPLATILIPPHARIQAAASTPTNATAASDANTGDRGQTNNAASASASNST
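Assay system: GST-tagged human GSK3beta kinase, cell-free; Input: 1.6 ng GSK3beta; Medium: Tris/MgCl2 kinase buffer; Timing: 60 min enzyme reaction, room temperature; Signal: ADP-Glo luminescence quantifying ADP generated by kinase; Evaluation: score relative to plate controls; Benchmarks: DMSO neutral wells and GW8510 at 20 µM as positive.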
IEC-6 cytotox – cytotoxicity in IEC-6 intestinal epithelial cells, primary screen, cytotoxicity control for KLF5 inhibitor project, cell-based, luminescence. IEC-6 cytotoxicity, luminescence viability. inhibition, % at 5 µM. 290,000 compounds, 0.78% hits; in the data active = inhibition above about 22%;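 also: 0% = plate median of test compound wells and 100% = cytotoxic reference compound wells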
GSK3 alpha inh – blockers of GSK3A enzyme activity – biochemical, luminescence, cell-free homogeneous, HTS, primary screen | GSK-3 alpha kinase, ADP-Glo luminescence, 60 min | inhibition, % at 10 µM | Glycogen synthase kinase-3 alpha (Homo sapiens), P49840 | 320,000 compounds, 0.1% hits;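 in the data active = inhibition above about 50%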;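 also: GST-tagged GSK-3 alpha with peptide substrate and 25 µM ATP; 0% = DMSO neutral wells and 100% = GW8510 positive control wells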
Target sequence (P49840 whole entry, looked up): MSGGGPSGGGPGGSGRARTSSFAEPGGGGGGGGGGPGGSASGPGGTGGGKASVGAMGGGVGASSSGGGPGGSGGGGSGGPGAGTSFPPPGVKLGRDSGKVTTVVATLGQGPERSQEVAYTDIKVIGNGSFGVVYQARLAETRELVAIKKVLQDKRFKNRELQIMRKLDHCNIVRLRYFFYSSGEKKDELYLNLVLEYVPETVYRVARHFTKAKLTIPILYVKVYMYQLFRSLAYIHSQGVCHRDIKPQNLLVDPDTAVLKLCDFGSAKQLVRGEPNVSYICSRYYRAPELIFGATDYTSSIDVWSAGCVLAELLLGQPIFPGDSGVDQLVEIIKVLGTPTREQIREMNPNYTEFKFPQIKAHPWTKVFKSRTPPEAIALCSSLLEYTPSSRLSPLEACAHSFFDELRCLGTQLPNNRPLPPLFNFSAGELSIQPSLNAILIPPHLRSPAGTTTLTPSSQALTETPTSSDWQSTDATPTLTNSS
aSyn UTR inh – MLPCN primary screen, SNCA 5' untranslated region; alpha-synuclein 5'UTR reporter, inhibitor activity; inhibition, % (tested at 7.5 µM); 300,000 compounds, 0.82% hits; AID 1813, 2009; in the data active = inhibition above about 60%;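 also: H4 neuroglioblastoma cells stably carrying SNCA 5'UTR luciferase fusion; 0% = DMSO wells and 100% = positive control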
HSF-1 act – HSF-1 activators, primary screen, NIH3T3-HGL cells, MG132 stress, luminescence, single point. NIH3T3-HGL HSF-1 luciferase reporter, 8 h; 100% = twice DMSO control signal. activation, % at 9 µM. 300,000 compounds, 1.7% hits;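 active = mean replicate activation of at least 50% with a set share of replicates each reaching 50%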;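 also: 0% = median of the neutral control wells and 100% = twice that signal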
KLF5 inh – KLF5 expression inhibitors, primary screen, DLD-1 cells, luminescence; DLD-1 KLF5 promoter-luciferase reporter; inhibition, % at 5 µM; 290,000 compounds, 0.23% hits; AID 1700, 2009;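 active = inhibition above a per-plate limit of that plate's mean compound inhibition plus 3 SD, cut at about 60% in these data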;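 also: 0% = DMSO wells and 100% = LY294002 at 200 µM; higher means less KLF5 promoter-driven luciferase light; inactives centre near -14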
HSF1 inh – HSF1 inhibitors in luciferase reporter cells, primary screen, cell-based, NIH3T3, luminescence; NIH3T3-HGL HSE-luciferase, MG132-induced, luminescence 8 h; hits give low values; activity change, negative = inhibition, % at 7.5 µM (by protocol); AID 2098, 2009; 300,000 compounds, 0.77% hits;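 active = more than half of replicate wells show activity change below -50%, luminescence cut by over half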;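 also: luciferase reports HSF-1 transcriptional activity via heat shock element; 0% = median of DMSO wells and -100% = zero luminescence signal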
An asterisk follows results filed as active; i = inactive; / = not tested or not shown.

SMILES | PolyA inhibitor | HSP90 refold inh | AI-2 QS modul | GSK3beta inhib | IEC-6 cytotox | GSK3 alpha inh | aSyn UTR inh | HSF-1 act | KLF5 inh | HSF1 inh
COC(=O)C1=C(C(=O)OC)[C@@H]2N(C)c3ccccc3[C@@]23C[C@@H](CO)N(C(=O)C2CCC2)C3=N1 | i | / | 14 | -1 | / | -2 | 9 | -9 | / | 3
CCn1cc(C(=O)OCC(=O)Nc2cccc(S(=O)(=O)N3CCOCC3)c2)c(=O)c2ccc(C)nc21 | i | 1 | 14 | 0 | -4 | -1 | 6 | -3 | 0 | -6
O=C(CSc1nc(-c2ccccc2)ns1)NCC1CCCO1 (stereo unspecified) | i | 1 | 4 | 1 | 2 | -1 | -31 | 10 | -92 | 13
Cc1ccc(NC(=O)CCN2C(=O)c3ccccc3Sc3ncccc32)cc1 | i | 3 | 31 | -1 | -9 | 2 | -3 | 5 | -40 | -2
CC(=O)c1cc(-c2ccccc2)n(CCC(=O)NC(C)(C)C)c1C | i | 5 | 16 | -4 | 8 | / | -13 | 4 | -26 | -1
CSc1ccc(C#N)cc1NC(=O)c1ccc(Cl)cc1Cl | i | -3 | 16 | 3 | -2 | 0 | 5 | 20 | -3 | -6
CCN(CC(=O)N1CCN(Cc2ccccc2)CC1)S(=O)(=O)c1ccc(C)cc1 | i | 0 | 58 | 0 | 4 | -1 | 21 | 4 | -38 | -2
O=C1C(=Cc2ccco2)C(=O)c2ccccc21 | i | 0 | 25 | 3 | 0 | -3 | -12 | 16 | -8 | 7
Cc1cc(C)c2sc(N(CCN(C)C)C(=O)c3ccc4ccccc4c3)nc2c1 | i | 0 | -2 | 0 | 6 | 4 | 20 | 1 | -15 | -7
CCC(NC(=O)NCc1ccc2c(c1)OCO2)(C(F)(F)F)C(F)(F)F | i | -3 | 16 | 1 | -2 | -1 | 23 | 0 | -18 | -13
Cc1c(NC(=O)Nc2c(Cl)cccc2Cl)c(=O)n(-c2ccccc2)n1C | i | 5 | 10 | -7 | 5 | -3 | -1 | -2 | 8 | 4
CCOC(=O)C(C(=O)OCC)C(C(=O)OCC)N1CCOCC1 (stereo unspecified) | / | -7 | 13 | 2 | -6 | -2 | 5 | -13 | -27 | -6
COc1ccc(OC)c(NC(=O)CNC(=O)c2ccc([N+](=O)[O-])cc2)c1 | i | 2 | 1 | -2 | 0 | 0 | -11 | -2 | -12 | -3
Cc1ccc(-c2noc(CCC(=O)NCC3CCCO3)n2)cc1 (stereo unspecified) | i | 2 | -7 | 2 | -1 | -2 | -30 | 17 | -36 | -5
Cc1ccc(C)c(/C=C(\C(=O)O)c2ccc(S(=O)(=O)N3CCCCC3)s2)c1 | i | 0 | 38 | 2 | -9 | -4 | 10 | -15 | -21 | -10
O=C(Cn1c(=O)[nH]c2ccccc2c1=O)Nc1ccc2c(c1)OCO2 | i | -1 | 7 | 5 | -6 | -1 | -17 | 7 | -33 | 1
CCN(CC(=O)Nc1c(F)cccc1F)C(=O)CCOc1ccccc1 | i | / | 8 | -1 | / | 1 | 13 | -51 | / | -38
O=C(/C=C/c1ccc(Br)cc1)c1ccc(NC2=NCCCS2)cc1 | i | 10 | 12 | -4 | -1 | -2 | -99 | 19 | -3 | 27
CCOc1ccccc1C1C(C#N)=C(N)Oc2cc(C)n(C)c(=O)c21 (stereo unspecified) | i | -1 | 3 | -3 | 2 | -9 | 8 | -21 | -40 | -1
CCOC(=O)c1sc(NC(=O)CSc2nnc(C(C)C)n2CC)nc1C | i | 2 | -30 | -10 | 0 | 3 | 22 | -1 | -13 | -1
CCc1ccc(NC(=O)C2CCN(S(=O)(=O)c3ccc4c(c3)NC(=O)CO4)CC2)cc1 | i | 2 | 11 | -3 | 0 | / | 41 | -4 | -13 | 5
O=C(Nc1cccc(S(=O)(=O)N2CCCCC2)c1)c1c2c(nc3ccccc13)CCN(Cc1ccccc1)C2 | i | 3 | 48 | 0 | 4 | -1 | -21 | 17 | -33 | 2
CCCC(=O)Nc1sc(C)c(C)c1C#N | i | 0 | 10 | 3 | 2 | 0 | -24 | -11 | -91 | -1
COc1ccc(-c2ccccc2)c2oc(-c3ccco3)cc(=O)c12 | i | / | 10 | 1 | / | 29 | 29 | 2 | / | -2
CCN(C(=O)COC(=O)CNC(=O)C12CC3CC(CC(C3)C1)C2)C1CCS(=O)(=O)C1 (stereo unspecified) | i | 1 | 16 | 4 | -2 | -1 | 19 | -3 | -2 | -9
Cc1ccc(C(C)C)c(OCC(=O)N2CCOCC2)c1 | i | 5 | 17 | 2 | 0 | -1 | -4 | -2 | 16 | -5
CCOC(=O)C(=O)Nc1cc([N+](=O)[O-])ccc1C | i | -3 | 17 | -22 | -2 | 0 | -31 | 9 | -4 | -5
O=C(NN1CCOCC1)c1cccc(COc2cccc(Br)c2)c1 | i | 1 | 12 | 2 | -5 | -1 | -55 | 31 | -45 | 23
COC(=O)N/N=C\c1cc2c(cc1Br)OCO2 | i | 4 | 5 | -3 | 8 | 1 | -20 | -6 | -3 | -7
CCN(CC)CCNC(=O)c1ccc(NC(=O)c2ccc(Cl)c(S(=O)(=O)N3CCCCCC3)c2)cc1 | i | 10 | -7 | 4 | 11 | 1 | 4 | 13 | -8 | -5
Cn1ccnc1C1CCCCN1Cc1nc(-c2ccc(Cl)cc2)no1 (stereo unspecified) | i | 1 | 17 | 3 | -3 | -2 | 7 | -18 | -2 | -9
O=C(Cc1nc2ccccc2[nH]c1=O)c1ccccc1 | i | -2 | / | / | -4 | / | -172 | 39 | -8 | 20
Cc1cc(N2C(=O)c3ccc(C(=O)Nc4ccc(CC(=O)O)cc4)cc3C2=O)no1 | i | 3 | 19 | 1 | 1 | 5 | -10 | 1 | -14 | 3
CC(=O)Nc1ccccc1C(=O)C(=O)Nc1ccc(C(=O)NCC2CCCO2)cc1 (stereo unspecified) | i | -3 | 9 | 11 | -2 | -3 | 13 | 13 | -18 | -5
Cc1ccc(S(=O)(=O)NNC(=O)c2sc(NS(=O)(=O)c3ccccc3)nc2C)cc1 | i | 2 | -3 | 1 | 3 | 0 | 4 | -4 | -3 | -3
CC1(C)COCN1S(=O)(=O)c1ccc(C(=O)Nc2nnc(-c3ccc(Cl)s3)o2)cc1 | / | -1 | 47 | 0 | 6 | -4 | 92* | -52 | -20 | -36
O=S(=O)(Cc1ccc(Cl)cc1)N1CCN(c2ncccn2)CC1 | i | 2 | 8 | 2 | 3 | 1 | 13 | -21 | -27 | -5
O=C(O)CSc1nc(-c2cccs2)cc(C(F)(F)F)n1 | i | 4 | 34 | -1 | 0 | -2 | 9 | -2 | -16 | -7
C/C(=N\NC(=O)C1CC1)c1ccc(Cl)c(Cl)c1 | i | 1 | 14 | 0 | 4 | 0 | -39 | 3 | 0 | 8
O=C(Nc1ccc(CN2CCOCC2)cc1)c1ccc(Br)cc1 | i | -6 | -3 | 0 | 2 | -1 | -173 | 5 | -77 | 10
COc1ccc(-n2nnnc2CNC(=O)c2ccc(S(=O)(=O)N3CCOCC3)cc2)cc1 | i | / | 0 | -2 | / | -1 | 8 | -15 | / | -11
CSc1nc(NCC(C)C)c2c3c(sc2n1)CN(C)CC3 | i | -1 | 32 | -9 | -4 | 45 | -4 | 17 | -2 | 4
COc1ccc(CCN=Cc2ccccc2O)cc1OC | i | 5 | 6 | 1 | 3 | 0 | 7 | 0 | 4 | 2
O=C(c1ccco1)N1CCN(CCCCN2C(=O)c3ccccc3C2=O)CC1 | i | -2 | 16 | -1 | -2 | -2 | 1 | -8 | -19 | -2
O=C(NCCCN1CCOCC1)c1cc(Cl)ccc1OCc1ccccc1 | i | 2 | 3 | 1 | 1 | 1 | -20 | -8 | -10 | -11
O=C(CCc1ccccc1)Nc1ccc(NC(=O)c2ccco2)nc1 | i | 1 | 5 | -3 | -4 | 2 | -71 | 1 | -75 | 0
COc1ccc(S(=O)(=O)Cc2ccc(C(=O)N3CCOCC3)o2)cc1 | i | 3 | 14 | -5 | 6 | -2 | 11 | 3 | 0 | -1

By substructure, the entries above containing two or more sulfur atoms (7)
SMILES | PolyA inhibitor | HSP90 refold inh | AI-2 QS modul | GSK3beta inhib | IEC-6 cytotox | GSK3 alpha inh | aSyn UTR inh | HSF-1 act | KLF5 inh | HSF1 inh
O=C(CSc1nc(-c2ccccc2)ns1)NCC1CCCO1 (stereo unspecified) | i | 1 | 4 | 1 | 2 | -1 | -31 | 10 | -92 | 13
Cc1ccc(C)c(/C=C(\C(=O)O)c2ccc(S(=O)(=O)N3CCCCC3)s2)c1 | i | 0 | 38 | 2 | -9 | -4 | 10 | -15 | -21 | -10
CCOC(=O)c1sc(NC(=O)CSc2nnc(C(C)C)n2CC)nc1C | i | 2 | -30 | -10 | 0 | 3 | 22 | -1 | -13 | -1
Cc1ccc(S(=O)(=O)NNC(=O)c2sc(NS(=O)(=O)c3ccccc3)nc2C)cc1 | i | 2 | -3 | 1 | 3 | 0 | 4 | -4 | -3 | -3
CC1(C)COCN1S(=O)(=O)c1ccc(C(=O)Nc2nnc(-c3ccc(Cl)s3)o2)cc1 | / | -1 | 47 | 0 | 6 | -4 | 92* | -52 | -20 | -36
O=C(O)CSc1nc(-c2cccs2)cc(C(F)(F)F)n1 | i | 4 | 34 | -1 | 0 | -2 | 9 | -2 | -16 | -7
CSc1nc(NCC(C)C)c2c3c(sc2n1)CN(C)CC3 | i | -1 | 32 | -9 | -4 | 45 | -4 | 17 | -2 | 4

Screens deposited in PubChem BioAssay by several laboratories.

This is a subset; count on the stated rates, not on these rows.
